# IMP-1 inh = inhibitors of Pseudomonas aeruginosa IMP-1 metallo-beta-lactamase; purified IMP-1, nitrocefin hydrolysis, epi-absorbance fluorescence; inhibition, % at 5.6 µM; 290,000 tested, 0.45% active;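 active means inhibition above the mean plus 3 SD of all compounds in the same screening run, cut at about 4.5% in these data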;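 further: 0% = IMP-1 with DMSO and 100% = DMSO wells lacking enzyme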
#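 Material – recombinant IMP-1 enzyme, purified · Amount – IMP-1 0.2 nM before substrate addition · Medium – HEPES buffer pH 7.1 with ZnSO4 and Brij 35 · Timing – 25 °C, 15 min preincubation, 25 min reaction · Measured by – plate fluorescence quenching by hydrolysis product, ex 480/em 530 nm · Read-out – percent enzyme inhibition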
# SUMO HTRF inh = blocks human SUMOylation mediated by UBC9. HTRF SUMOylation assay, SAE1/SAE2 + UBC9, in vitro. inhibition, % at 35 µM. 290,000 tested, 0.36% active. AID 2006; in the data active means inhibition above about 50%, passing the limit was not always enough; further: strong numbers were not always called active
# MEKK3 PB1 HTS = MEKK3-MEK5 PB1 interaction, increase or decrease. Q99759. bead-based flow cytometry, Alexa488-MEK5 binding to MEKK3; actives lie on both sides; 0 = blocked by unlabeled MEK5, 100 = vehicle. binding response (% of control), % at 10 µM. 290,000 tested, 1.4% active;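 active means binding response more than 3 SD above or below the average of its plate-row segment, actives on both sides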;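 further: Alexa488 bead fluorescence after subtracting the streptavidin-only scavenger bead signal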
# IDE act = IDE (human) activation, cell-based | HEK cells, FAbeta-B cleavage, fluorescence polarization; 0% vehicle, 100% cell-free pure enzyme wells | AID 493087 | activation, % at 5.96 µM | 340,000 tested, 0.073% active;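 active means activation above the mean of all tested compounds plus 3 SD, set per screening campaign, cut at about 17% in these data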
# HCV NS3 hel inh = blocks Hepatitis C virus NS3 helicase unwinding; NS3 helicase DNA unwinding, Cy5 molecular beacon fluorescence; AID 1800; 290,000 tested, 0.56% active; inhibition, % at 10.9 µM;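 active means inhibition above the mean of all tested compounds plus 3 SD, set per campaign, cut at about 35% in these data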;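 further: 0% = DMSO wells and 100% = thioflavine S control wells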
#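 System: Hepatitis C virus NS3 helicase domain fragment enzyme | Reagent: Annealed dual-labelled DNA beacon duplex, ATP-started | Compound dosing: 10.9 µM single point, 0.8% DMSO | Incubation: 1 h reaction at 25 °C, ATP-initiated | Technique: Cy5 fluorescence | Evaluation: Percent inhibition from t60/t0 fluorescence ratio | Benchmarks: Low DMSO, high thioflavine S at 110 µM | Replication: Singlicate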
# p-CIP stab down = lowers stability of the mouse p/CIP coactivator protein | Q05BA5 | AID 1984 | F442A p/CIP-EGFP cells, EGFP fluorescence, 16 h | 290,000 tested, 0.01% active | decrease of EGFP signal, % at 10 µM;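 active means EGFP signal decrease of at least 30% at 10 µM or well 3 SD below plate mean, unless failing retest; inactive means the rest, including hits failing retest or dose response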; further: some compounds called inactive have numbers as strong as hits; many of its hits are not listed in these tables
# Target sequence (Q05BA5 1-1403): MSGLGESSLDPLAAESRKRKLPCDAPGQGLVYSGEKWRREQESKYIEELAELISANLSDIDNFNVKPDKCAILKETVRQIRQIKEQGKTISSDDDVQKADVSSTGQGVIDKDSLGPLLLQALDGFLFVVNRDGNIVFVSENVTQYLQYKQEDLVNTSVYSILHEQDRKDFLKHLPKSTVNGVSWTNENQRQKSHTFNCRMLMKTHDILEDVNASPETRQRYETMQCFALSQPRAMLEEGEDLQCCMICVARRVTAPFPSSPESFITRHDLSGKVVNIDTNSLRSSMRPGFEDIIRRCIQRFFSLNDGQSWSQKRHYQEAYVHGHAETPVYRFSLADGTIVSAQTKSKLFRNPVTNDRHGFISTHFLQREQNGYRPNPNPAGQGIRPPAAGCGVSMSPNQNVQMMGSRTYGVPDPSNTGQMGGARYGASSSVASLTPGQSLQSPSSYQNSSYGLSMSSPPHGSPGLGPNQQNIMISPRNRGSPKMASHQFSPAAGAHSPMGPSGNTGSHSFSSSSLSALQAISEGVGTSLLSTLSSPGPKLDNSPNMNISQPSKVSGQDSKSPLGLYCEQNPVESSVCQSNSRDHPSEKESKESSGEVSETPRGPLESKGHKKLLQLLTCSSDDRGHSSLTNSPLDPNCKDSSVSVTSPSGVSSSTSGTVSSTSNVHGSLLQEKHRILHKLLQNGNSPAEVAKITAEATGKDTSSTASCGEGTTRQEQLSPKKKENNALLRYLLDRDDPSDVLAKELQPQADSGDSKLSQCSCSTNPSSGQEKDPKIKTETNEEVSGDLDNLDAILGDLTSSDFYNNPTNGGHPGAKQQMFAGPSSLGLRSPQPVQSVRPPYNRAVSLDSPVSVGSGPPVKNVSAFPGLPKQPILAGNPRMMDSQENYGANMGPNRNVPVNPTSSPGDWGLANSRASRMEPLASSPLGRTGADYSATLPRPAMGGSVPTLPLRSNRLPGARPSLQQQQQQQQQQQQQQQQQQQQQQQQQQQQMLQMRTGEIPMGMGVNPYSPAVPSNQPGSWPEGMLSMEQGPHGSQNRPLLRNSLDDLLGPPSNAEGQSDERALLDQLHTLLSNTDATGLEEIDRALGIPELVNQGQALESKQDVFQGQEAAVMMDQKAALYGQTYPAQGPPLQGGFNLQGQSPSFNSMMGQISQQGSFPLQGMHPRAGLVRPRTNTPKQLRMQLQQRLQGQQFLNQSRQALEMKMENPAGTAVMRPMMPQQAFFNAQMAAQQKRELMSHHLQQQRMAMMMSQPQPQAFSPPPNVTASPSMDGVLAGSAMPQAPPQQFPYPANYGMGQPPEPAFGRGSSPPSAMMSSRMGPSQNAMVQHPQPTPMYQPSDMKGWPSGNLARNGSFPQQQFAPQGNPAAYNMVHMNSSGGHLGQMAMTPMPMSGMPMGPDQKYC
# PHOSPHO1 inh = blocks human PHOSPHO1 phosphatase activity; inhibition, % at 13.3 µM; 290,000 tested, 1.1% active; recombinant PHOSPHO1, absorbance phosphatase assay; in the data active means inhibition above about 60%
# FID counter = counter-screen for HCV NS3 helicase inhibitors: DNA intercalator displacement. DNA fluorescent intercalator displacement, fluorescence. inhibition, % at 7.9 µM. AID 1845. 290,000 tested, 0.17% active; in the data active means inhibition above about 37%;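 further: 0% = vehicle and 100% = reference compound; higher means more ethidium bromide displaced from hairpin DNA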
# VIM-2 inh = blocks Pseudomonas aeruginosa VIM-2 metallo-beta-lactamase; purified VIM-2, nitrocefin hydrolysis, epi-absorbance fluorescence; 290,000 tested, 0.89% active; inhibition, % at 5.6 µM;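 active means inhibition above the mean of all tested compounds plus 3 SD, cutoff set per screening run, cut at about 7.5% in these data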;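 further: red hydrolysis product quenches plate fluorescence so inhibitors raise well fluorescence; 0% = enzyme with DMSO and 100% = DMSO without enzyme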
# * hit, by the source's call; . = no result given; & = joins results of further samples. The list is partial (hit frequency here may not be typical).
SMILES,IMP-1 inh,SUMO HTRF inh,MEKK3 PB1 HTS,IDE act,HCV NS3 hel inh,p-CIP stab down,PHOSPHO1 inh,FID counter,VIM-2 inh
CCn1c(=N)n(CC(O)COc2ccc(C)cc2)c2ccccc21 (configuration not stated),-3.1,8,106,6,-11,-9,27,11,-1.2
Cc1c(Cl)cnc(NC(=O)COC(=O)C(NC(=O)c2ccco2)C(C)C)c1Cl (configuration not stated),0.6,-1,111,-3,13,-6,10,-24,-2.1
COc1ccc(N2CCN(C(=O)c3cccc(NS(=O)(=O)c4cccc(F)c4)c3)CC2)cc1,-0.8,-10,99,6,-20,2,.,-25,-1.1
CN(C)C(=O)c1cnc(Sc2ncc(C(F)(F)F)cc2Cl)n1C,-2.0,5,104,-3,5,-4,2,-4,-2.2
CCCC(C)c1nnc(NC(=O)CCS(=O)(=O)c2ccccc2)s1 (configuration not stated),-2.0,10,101,0,9,-10,4,-27,5.6
COc1ccc(N(CC(=O)NC2CCCC2)C(=O)Cn2nnc(-c3ccc(C)o3)n2)cc1,-2.9,12,103,4,-1,-6,10,-29,-4.0
O=C(CN1CCOCC1)Nc1cccc(C(=O)Nc2cccc(C(F)(F)F)c2)c1,-2.7,-11,106,-3,0,-4,14,-10,0.9
COc1ccc(C(=O)Nc2scc(-c3ccc(Cl)cc3Cl)c2C(N)=O)cc1,-2.1,-24,104,-2,-2,6,6,3,-1.2
CCCOc1ccc(-c2nnn(CC(=O)N3CCCCC3)n2)cc1,-1.9,18,102,-6,6,-13,25,-14,-2.6
COc1ccc(NC(=O)CN2CCN(c3c(C)cc(C)cc3C)CC2)cc1,-5.0,-17,103,2,-29,-2,19,-9,-0.7
O=C1CC2C(=O)NCCN2C(=NC(=O)c2ccccc2)N1 (configuration not stated),-3.1,14,104,-6,-25,-8,24,3,-5.7
Cc1ccccc1C(=O)Nc1ccc(N(C)C)c2ccccc12,-2.2,4,104,1,7,14,25,-10,-4.0
O=C(CN(C(=O)CCC(=O)Nc1nccs1)c1ccc(F)cc1)NCc1ccccc1,-1.3,9,98,-2,-6,-4,32,-34,-2.2
O=C(Cc1ccccc1F)OCC(=O)N1CCc2ccccc21,-1.9,15,98,1,-4,-9,19,-9,-1.5
Cc1ccc(C(=O)NCCc2c[nH]c3ccccc23)c(C)c1,-0.9,9,100,4,7,0,23,-14,1.2
COc1ccccc1NC(=O)/C(=N/OCc1ccc(F)cc1)C(C)=O,-0.5,6,108,4,-5,2,24,-22,-2.2
CC(C)CCOc1ccc(NC(=O)C2OC3OC(C)(C)OC3C3OC(C)(C)OC23)cc1 (configuration not stated),-2.1,6,105,-2,0,-19,49,-6,0.3
COc1ccc2oc(=O)c(C(=O)N3c4ccccc4CC3C)cc2c1 (configuration not stated),3.7,8,79,2,0,0,10,-12,-4.0
COCCCNCC(=O)Nc1sc(C)c(C)c1C(=O)OC,-5.8,27,99,4,-2,-12,21,1,-3.7
CCN(CC)CCCNc1ccc(-c2nnc(-c3ccc(OCC(C)C)cc3)o2)cn1,0.1,27,106,7,-100,-15,32,15,0.9
CCOC(=O)c1ccc2c(c1)sc(=NC(=O)c1ccco1)n2CCOC,-2.4,-6,99,4,0,-7,-2,2,-2.2
CCN=C1Sc2nc3ccc(OCC)cc3cc2CN1CCOC,-0.3,4,103,6,-3,-7,72*,4,-2.9
CC(NC(=O)CSc1n[nH]c(N)n1)c1ccccc1 (configuration not stated),-3.5,-9,101,5,1,4,13,-5,-1.8
CCCN(C(=O)CN1C(=O)NC2(CCCCCC2)C1=O)C1CCS(=O)(=O)C1 (configuration not stated),-0.9,12,98,-3,-1,-5,8,-3,-2.1
Cc1cc(SCNC(=O)c2ccccc2)ncn1,-2.1,14,101,-5,-2,-4,-18,4,-0.9
CC(C)c1ccc(-c2noc(C3CCCN(C(=O)c4ccc(F)cc4F)C3)n2)cc1 (configuration not stated),-1.9,-25,104,0,1,-10,-2,-13,0.3
Cc1ccc(SCCCCN2CCNCC2)cc1,-2.5,-8,95,-2,-20,-6,-6,9,-0.9
Oc1[nH]c2ccccc2c1C=NCC1CCCO1 (configuration not stated),-4.3,-5,98,2,8,2,7,4,-1.5
CCN1C(=O)c2cccc3c(NC(=O)c4ccccc4)ccc1c23,-2.7,-29,96,0,1,-1,-7,-9,-3.9
Cc1ccc(NC(=O)CC2SC(=O)NC2=O)cc1 (configuration not stated),-0.5,7,98,-1,47*,-4,-30,-17,-0.9
Cc1ccccc1OC(C)C(=O)N1CCN(c2ccccn2)CC1 (configuration not stated),-3.8,8,102,1,15,-12,28,-29,-1.5
O=S(=O)(c1ccccc1)c1ccccc1/C=N\O,-2.3,-10,99,4,-2,-12,-8,0,0.2
O=S(=O)(c1ccc(-c2ccon2)s1)N1CCN(c2ccncc2)CC1,3.2,20,111,.,-48,-18,-6,15,-1.5
CC(=O)c1nc2ccccc2n1CCc1ccccc1,-3.0,20,93,2,1,0,38,-12,-2.9
CC(C)[C@H](NC(=O)[C@H](CC(=O)O)NC(=O)[C@H](CCCCN)NC(=O)[C@@H](N)CCCN=C(N)N)C(=O)N[C@@H](Cc1ccc(O)cc1)C(=O)O,-2.8,-11,101,.,-2,-8,8,-6,-3.7
Cc1ccc(CN(c2ccc(C(=O)N3CCOCC3)cc2)S(C)(=O)=O)cc1,-2.7,8,104,1,13,3,-28,-23,-1.5
O=C(CSC(=S)N1CCOCC1)c1cc(Br)cc(Br)c1O,-2.0,18,102,3,6,-4,22,-12,-1.2
COc1cc(NC(=O)c2cnn3c(C)cc(C)nc23)c(OC)cc1Cl,-3.9,-10,103,0,5,3,24,-3,-3.1
Cc1cc(=O)oc2cc(OCC(=O)OCC(=O)N(CCC#N)c3ccccc3)ccc12,-2.9,-3,92,-1,1,11,36,-24,-3.2
CC(C)COc1ccc(S(=O)(=O)n2cc(F)c(=O)[nH]c2=O)cc1,-2.1,3,99,2,2,-9,48,-11,0.8
CC1(C)N=C(C(=O)c2ccccc2)N(O)C1(C)O (configuration not stated),-0.2,16,98,2,2,-12,-1,4,-3.6
O=c1cc(C(F)(F)F)nc(-c2ccccc2)[nH]1,-4.0,9,99,2,9,-11,-28,2,-2.5
CN1CCN(C(=O)C2(NC(=O)Nc3ccccc3Cl)CCCCC2)CC1,-1.8,0,106,10,8,-9,1,10,-3.8
N#CC(=C1Nc2ccccc2N1)S(=O)(=O)c1ccccc1,-0.8,-2,90,1,8,4,34,-2,-1.7
CCOC(=O)c1ccc(NC(=O)CCc2ccc(CC)o2)cc1,-2.0,-7,100,-1,9,-11,11,-16,-1.8
CN(C)/C=C1\C=C2C(=O)c3ccccc3N2C1=O,21*,11,95,46*,3,-34,-12,-1,20*
COc1ccccc1NS(=O)(=O)c1cccc(NC(=O)c2ccc3ccccc3n2)c1,-3.7,-9,105,-1,-16,-19,-12,-3,-2.4
COc1ccc(-c2nc(-c3ccccn3)ncc2S(C)(=O)=O)cc1,-4.9,15,113,-2,-4,0,44,-3,-3.4
Cc1nn(Cc2c(F)cccc2Cl)c(=O)c2ccccc12,-3.8,-3,100,3,-8,-14,22,-29,-1.7
COC(=O)c1ccc(S(=O)(=O)N2CCCCC2)o1,-1.4,23,102,1,5,0,14,2,-1.7
CC(C)c1ccc(NC(=O)CSc2nnc(-c3ccccn3)n2C)cc1,1.6,17,.,-18,-13,-3,40,-19,-0.6
COc1ccc(/C=C2\CCC(C3CCCC3)C2=O)cc1Cn1cccn1 (configuration not stated),-1.4,-12,97,6,8,-2,-5,-5,-2.0
CC(N=C1NS(=O)(=O)c2ccccc21)c1ccccc1 (configuration not stated),-3.0,12,102,5,-1,-4,7,-1,-1.7
Cc1cc(N)n(-c2ccc(S(N)(=O)=O)cc2[N+](=O)[O-])n1,-3.3,12,109,0,-5,1,-80,1,-2.4
O=C1CCCC2=C1C(c1ccc(O)c(Br)c1)C1=C(CCCC1=O)N2c1ccccc1,-3.5,15,98,-10,-6,-3,23,-29,-2.6
CN1CCN(CCCN2c3ccccc3Sc3ccc(C(F)(F)F)cc32)CC1,-3.4&-2.6,6&-10,84&101,-2&7&7,-77&-78,4&2,-9&20,20&22,-3.6&-2.1
CCC1(C)NC(=O)N(CC(=O)N2N=C(c3ccccc3)CC2c2ccc(OC)cc2)C1=O (configuration not stated),-1.8,8,105,5,-9,-13,1,-37,-0.6
Cc1nn(Cc2ccc(F)cc2)c(C)c1NC(=O)CCCn1nc([N+](=O)[O-])cc1C,-1.7,-2,106,1,8,8,-12,-20,-1.7
CCC1CC2CC(NC(C)=O)C1C2 (configuration not stated),-1.1,16,85,6,1,-4,24,2,1.7
CC(C)CNC(=O)NC(=O)COC(=O)Cn1cnc2ccccc2c1=O,-0.4,-8,102,1,5,5,-4,-6,-2.3

# Reprinted from the part before: 2 compounds, then new ones.
SMILES,IMP-1 inh,SUMO HTRF inh,MEKK3 PB1 HTS,IDE act,HCV NS3 hel inh,p-CIP stab down,PHOSPHO1 inh,FID counter,VIM-2 inh
CCC1CC2CC(NC(C)=O)C1C2 (configuration not stated),-1.1,16,85,6,1,-4,24,2,1.7
CC(C)CNC(=O)NC(=O)COC(=O)Cn1cnc2ccccc2c1=O,-0.4,-8,102,1,5,5,-4,-6,-2.3
NS(=O)(=O)c1ccc(CNC(=O)c2cccc(Oc3ccccc3)c2)cc1,-4.0,-3,111,-3,1,-11,54,-19,-2.5
COC(=O)CN1C(=S)N(c2ccc(OC)cc2)C(=O)/C1=C/c1ccc(N2CCOCC2)cc1,-2.0,-22,82,-5,-23,-8,47,-21,-0.8
COc1ccc(CCNC(=O)C2CCN(S(=O)(=O)c3cccc4nsnc34)CC2)cc1OC,-4.4,9,104,2,1,-9,40,-8,-2.3
Oc1ccc2ccccc2c1CN1CCOCC1,-2.5,19,100,5,-4,-5,74*,-2,-1.5
Cc1ccc(-n2ncc3c2CC(C)(C)CC3NC(=O)CCN2CCCO2)cc1 (configuration not stated),-0.2,10,99,4,-5,-21,17,-45,0.5
Cc1[nH]n(-c2ccccc2)c(=O)c1CCOC(=O)c1ccc(C(F)(F)F)cc1,-1.7,1,105,4,5,-3,-32,-9,0.8
CCOC(=O)c1ccc(-n2c(CN3CCOCC3)nc3ccc([N+](=O)[O-])cc3c2=O)cc1,0.2,-2,97,0,8,-1,16,1,0.4
CC1(C)C2CCC(C2)C1(C)NC(=O)CN1CCOCC1 (configuration not stated),0.8,8,105,3,-1,-10,19,1,-0.3

# Entries of single compounds from above. Order of screens: IMP-1 inh, SUMO HTRF inh, MEKK3 PB1 HTS, IDE act, HCV NS3 hel inh, p-CIP stab down, PHOSPHO1 inh, FID counter, VIM-2 inh
# `CC1(C)C2CCC(C2)C1(C)NC(=O)CN1CCOCC1` (configuration not stated) as listed: 0.8, 8, 105, 3, -1, -10, 19, 1, -0.3
# `Cc1ccc(-n2ncc3c2CC(C)(C)CC3NC(=O)CCN2CCCO2)cc1` (configuration not stated) as listed: -0.2, 10, 99, 4, -5, -21, 17, -45, 0.5

# Source: PubChem BioAssay (several laboratories)
